Source: PubChem BioAssay (several laboratories)
SIAH1 antagonists – Siah-1 peptide-binding antagonists, primary screen, biochemical, fluorescence polarization, rhodamine-plectin, uHTS (AID 1817) | E3 ubiquitin-protein ligase SIAH1 (Homo sapiens) | Siah-1 / rhodamine-plectin peptide fluorescence polarization; higher % means a stronger effect | one-dose displacement, % at 20 µM; IC50 in µM for titrated hits | 0.02% of 290,000 active;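 active = displacement of at least 50% at 20 µM, with a fluorescence ratio check between 0.3 and a set limit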;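 also: plate controls were Siah plus tracer with DMSO for no effect and tracer alone without Siah for full effect; strong numbers were not always called active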
XIAP antagonists – XIAP antagonists, biochemical, IAP family, fluorescence polarization (AID 1018). E3 ubiquitin-protein ligase XIAP (Homo sapiens). XIAP BIR domain, fluorescence polarization peptide displacement; higher % means a stronger effect. displacement, % at 20 µM, or IC50 in µM where a hit was titrated. 0.007% of 200,000 active; in the data active = displacement above about 50%; also: a part of the inactive calls stands beside numbers as strong as those of hits
P. falciparum M17LAP – P. falciparum M17LAP inhibitors, primary screen, biochemical, fluorogenic H-Leu-NHMec substrate, 1536-well (AID 1619); Leucine aminopeptidase (Plasmodium falciparum (isolate 3D7)); recombinant M17LAP, H-Leu-NHMec fluorogenic kinetic assay; higher % means a stronger effect; inhibition, % at 30 µM, or IC50 in µM where a hit was titrated; 0.38% of 220,000 active;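 active = compound inhibiting the enzyme by more than half at any dose during confirmatory dose-response retesting; inconclusive = strong single-dose inhibitors picked by rank but not retested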;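 also: plate controls were full reaction with DMSO carrier for no effect and no enzyme background for full effect; strong numbers were not always called active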
M1AAP inhibition – P. falciparum M1AAP inhibitors, biochemical, fluorogenic H-Leu-NHMec substrate, 1536-well (AID 1445); 0.42% of 220,000 active; inhibition, % at 30 µM, or IC50 in µM where a hit was titrated; recombinant M1AAP, H-Leu-NHMec fluorogenic kinetic assay; higher % means a stronger effect; Aminopeptidase N (Plasmodium falciparum (isolate 3D7));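 active = primary inhibition above the hit cutoff, then over 50% inhibition at one or more dose response concentrations, cut at about 23% in these data, passing the limit was not always enough; inconclusive = conflicting primary data, or primary hits not chosen for dose response; inactive = low primary inhibition, or under 50% at every dose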;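 also: plate controls were DMSO full reaction for no effect and no enzyme background for full effect; strong numbers were not always called active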
Salmonella PhoP GFP – inhibitors of PhoP regulon expression, primary screen, Salmonella Typhimurium, GFP reporter (AID 1863); S. Typhimurium PhoP-regulated promoter GFP reporter, 4 h; higher % means a stronger effect; one-dose inhibition, % at 50 µM; IC50 in µM for titrated hits; 0.16% of 300,000 active;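 active = inhibition over 29.93%, a cutoff 3 SD above the screen mean, later confirmed by dose response; inconclusive = inhibition over 29.93% but no dose response follow-up; inactive = inhibition at most 29.93% or unconfirmed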;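 also: 0% = low Mg2+ inducing control and 100% = high Mg2+ repressing control; strong numbers were not always called active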
Yfh1-off respiration – enhancers of respiration in Yfh1-depleted yeast, dose response, Friedreich's ataxia, plus single-dose screen (AID 1465). 0.074% of 220,000 active. fold induction at 50 µM; hits with a dose series show EC50 in µM. S. cerevisiae Yfh1-off respiration, WST-1 reduction, 72 h; higher fold induction means a stronger effect;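 active = fold induction of absorbance versus untreated yeast above a set limit, then at least 30% activation at any dose in follow-up; inconclusive = repeats straddling the limit, or above it without dose testing; inactive = fold induction below the set limit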;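 also: activators that raise dye reduction in frataxin-depleted yeast; strong numbers were not always called active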
CSM14.1 death rescue – rescue of cells from ER stress-induced death, primary screen, 384-well, CSM14.1, thapsigargin, ATP luminescence (AID 1222); CSM14.1 thapsigargin-induced death rescue, ATP luminescence; higher % means a stronger effect; cellular ATP content (survival), % at 20 µM, or EC50 in µM where a hit was titrated; 190,000 tested, under 10 active;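 active = EC50 below 50 µM in the dose-response confirmation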;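 also: death triggered by thapsigargin at about 15 µM added after 2 h compound pretreatment; cell ATP read after overnight thapsigargin exposure of roughly 18 to 22 hours; normalized against plate controls of thapsigargin alone and 5% DMSO vehicle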
West Nile antiviral – West Nile virus antiviral activity, cell-based, CPE readout (AID 1621) | West Nile virus-infected cells, CPE inhibition; higher % means a stronger effect | one-dose CPE inhibition, % at 10 µM; IC50 in µM for titrated hits | 0.02% of 290,000 active; in the data active = a potency from the dose series; inconclusive = CPE inhibition mostly from about 3.7% at the one dose, without a potency; inactive = the rest, 99 in 100 with CPE inhibition below about 2.2%; also: strong numbers were not always called active
PMI inhibition – human PMI inhibitors, high substrate, primary screen, biochemical, fluorescence intensity, high mannose 6-phosphate (AID 1220); Mannose-6-phosphate isomerase (Homo sapiens); recombinant PMI enzyme, coupled fluorescence intensity; higher % means a stronger effect; inhibition, % at 20 µM; hits with a dose series show IC50 in µM; 0.66% of 190,000 active; in the data active = inhibition above about 50%
* marks the source's active call; other numbers are inactive results; i = inactive; ? = inconclusive; . = not tested or not shown. The order is random; 1.6% or so of the library scored in one or more.

cpd	canonical_smiles	SIAH1 antagonists	XIAP antagonists	P. falciparum M17LAP	M1AAP inhibition	Salmonella PhoP GFP	Yfh1-off respiration	CSM14.1 death rescue	West Nile antiviral	PMI inhibition
1	CCOc1ccccc1/C=N/NC(=O)c1ccc(Cn2cc([N+](=O)[O-])cn2)o1	5%	-23%	12%	5%	8%	i	3.9%	0.1%	6%
2	Cc1cc(NS(=O)(=O)c2ccc(NC(=O)C(CC(C)C)N3C(=O)c4ccccc4C3=O)cc2)nc(C)n1 (stereo unspecified)	2%	-6.0%	29%	38µM*	-12%	i	0.6%	-0.2%	-8%
3	COc1cc2c3c(c1)/C(=C1/SC(NC(C)=O)=NC1=O)C(=O)N3C(C)(C)C=C2C	-3%	-0.6%	8%	-9%	20%	i	-2.3%	0.5%	3%
4	Cc1cc(Oc2ccc(C#N)cc2)nc(NCc2ccccc2)n1	-2%	-0.8%	14%	2%	-19%	i	-1.0%	-1.2%	16%
5	O=C(Nc1cc(N2CCOCC2)ncn1)NC1(C(F)(F)F)Oc2ccccc2O1	-4%	-4.0%	5%	10%	3%	i	0.7%	-0.2%	8%
6	CCc1cccc(C)c1NC(=O)COC(=O)C(NS(=O)(=O)c1ccc(Cl)cc1)C(C)O (stereo unspecified)	1%	-3.2%	13%	-5%	-4%	i	-1.0%	0.9%	-11%
7	N=c1sccn1CC(=O)Nc1cccc(Oc2ccccc2)c1	5%	-17%	15%	10%	21%	.	-1.7%	.	4%
8	CCOc1ccccc1NC(=O)c1cccc(NC(=O)c2ccco2)c1	1%	-6.2%	3%	-1%	3%	i	.	1.1%	-12%
9	CSc1ccc(/C=N\NC(=O)COc2ccc(Cl)cc2Br)cc1	2%	-1.1%	-3%	3%	-11%	i	-1.6%	0.2%	12%
10	CN(CCc1nc2ccccc2[nH]1)Cc1nc(CC2CC2)no1	-1%	-4.0%	-5%	-1%	4%	i	0.3%	-1.0%	0%
11	Cc1csc(N/N=C/c2ccc(O)c([N+](=O)[O-])c2)n1	-5%	2.4%	-25%	21%	-28%	i	-0.1%	-0.6%	10%
12	CC(=O)C1=C(O)CCCC1=NCc1nc2ccccc2[nH]1	-9%	-4.1%	-5%	-2%	-3%	i	0.0%	0.6%	-7%
13	CCOc1ccc(OCC)c(NC(=O)C2CCCN(S(=O)(=O)c3cccs3)C2)c1 (stereo unspecified)	-3%	-1.7%	9%	6%	13%	i	2.5%	-0.2%	9%
14	CCOC(=O)c1cc(C)sc1NC(=O)C1CCC1	1%	-7.2%	-7%	-7%	17%	i	-0.2%	0.8%	5%
15	CCOc1ccc(C(=O)NCC(=O)OCC(=O)N2C(C)CCCC2C)cc1 (stereo unspecified)	1%	-5.8%	6%	-1%	-3%	i	-1.1%	0.3%	-2%
16	COc1ccc(C=Nc2ccc3[nH]ncc3c2)c(O)c1	73%	-6.9%	-1%	9%	6%	i	0.1%	0.0%	60%*
17	Cc1ccnn1Cc1cc(C(=O)O)c2ccccc2n1	2%	-6.6%	-1%	1%	-8%	i	-0.6%	0.3%	-1%
18	CCn1c(COc2ccc(=O)n(-c3ccccc3)n2)nnc1SCc1cccc(OC)c1	2%	-2.5%	4%	0%	-12%	i	0.8%	0.1%	5%
19	O=C1CC(N2CCSCC2)C(=O)N1c1ccc(Br)cc1 (stereo unspecified)	4%	.	-5%	1%	-9%	i	.	0.5%	.
20	O=S(=O)(NCC1CCCO1)c1ccc2c(c1)OCCO2 (stereo unspecified)	-1%	-7.4%	-2%	-3%	17%	.	-1.7%	0.3%	5%
21	CCOc1c(Cl)cc(CNCC(O)c2ccccc2)cc1OC (stereo unspecified)	-4%	-4.0%	-1%	-1%	-9%	i	-2.0%	-0.8%	0%
22	Cc1ccc(S(=O)(=O)N2CCC(=O)N(CCOCc3cccc(F)c3)CC2)cc1	-1%	-11%	-14%	-1%	3%	i	-2.1%	-0.6%	6%
23	Clc1ccc(OCc2nn3c(C4CCCCC4)nnc3s2)c(Cl)c1	-2%	-4.2%	-11%	9%	-10%	i	0.9%	-1.1%	13%
24	CN(C1CCCCC1)S(=O)(=O)c1ccc(NC(=S)NC(=O)c2cccs2)cc1	2%	-0.8%	13%	12%	4%	i	1.7%	-0.7%	16%
25	O=C(O)[C@@H]1Cc2ccccc2N1	13%	.	1%	-7%	-10%	i	.	0.0%	.
26	COc1ccccc1OCC(=O)Nc1ccc(Cl)cc1	18%	-0.2%	16%	8%	-6%	i	-1.9%	-0.3%	-5%
27	COc1ccc(CCNC(=O)C2CCN(S(=O)(=O)c3c(C)noc3C)CC2)cc1OC	0%	-1.9%	-3%	0%	-14%	i	-1.4%	-0.8%	11%
28	O=C(Nc1ccccc1C(=O)NCCN1CCOCC1)c1ccco1	-6%	-3.3%	-9%	0%	2%	i	-1.8%	-0.5%	2%
29	O=C(CCC1=NS(=O)(=O)c2ccccc2N1)NC1CCCCCCC1	1%	0.6%	5%	3%	1%	i	-0.4%	-0.7%	9%
30	CCCNC(=O)NC(=O)CSc1nnc(-c2ccncc2)n1CC	1%	1.2%	-11%	-2%	0%	i	2.3%	0.1%	2%
31	CCCCCCOc1cccc(N)c1	-4%	-7.1%	-6%	32%	-9%	i	-0.2%	0.2%	16%
32	COc1ccc(C(=O)COC(=O)[C@H](C)Nc2ccc(C(F)(F)F)cc2[N+](=O)[O-])cc1	-2%	-6.2%	10%	4%	-8%	i	1.9%	-0.3%	-3%
33	CCOC(=O)N1CCN(CC(=O)Nc2ccc(C)cc2)CC1	3%	-3.8%	0%	0%	2%	i	-0.7%	-0.2%	7%
34	CC(=O)C1C(c2ccc(Cl)cc2)NC(=O)NC1(O)C(F)(F)F (stereo unspecified)	3%	-6.2%	-5%	0%	11%	i	.	0.1%	11%
35	CCOC(=O)C1CCCN(c2nc(C)nc3c2oc2ccccc23)C1 (stereo unspecified)	0%	-3.7%	19%	0%	1%	i	3.9%	0.2%	0%
36	CCOc1ccc(C(c2c(NC(=O)c3ccccc3)sc(C)c2C)N2CCN(C)CC2)cc1 (stereo unspecified)	-7%	-3.9%	1%	4%	5%	i	-3.2%	-1.6%	11%
37	COc1cc(C(=O)N2CCN(c3ccccc3OC)CC2)c([N+](=O)[O-])cc1OC	8%	-5.9%	20%	8%	-6%	i	1.7%	0.0%	15%
38	COc1cc(/C=N/n2cnnc2)ccc1OCCOc1ccccc1	6%	0.9%	-2%	10%	-8%	i	0.9%	-0.3%	-2%
39	CN1CCN(c2nc3c(c(=O)[nH]c(=O)n3C)n2Cc2cccc3ccccc23)CC1	-3%	-7.5%	1%	-1%	3%	i	-1.3%	0.2%	7%
40	CCOC(=O)C(C(C)=O)c1c(Br)c(O)c(O)c2c(C(=O)c3ccc(C)cc3)coc12 (stereo unspecified)	5%	4.4%	17%	6%	0%	i	0.6%	?	23%
41	C=CC[n+]1c(-c2ccc(C)cc2)csc1Nc1ccc(NC(C)=O)cc1	0%	-1.8%	-3%	4%	-8%	i	4.1%	-1.7%	-3%
42	CCCSc1nnc2[nH]c(=O)cc(N)n12	4%	-6.1%	12%	3%	9%	i	2.1%	0.1%	-6%
43	CCc1nnc(NC(=O)CSc2ccc(-c3ccc(C)cc3)nn2)s1	2%	-3.8%	-2%	2%	-7%	i	0.5%	1.0%	-2%
44	COc1ccc(NC2=Nc3cccc4cccc2c34)cc1	4%	-2.3%	12%	9%	33%	i	-1.2%	-0.5%	5%
45	N=c1n(CCN2CCCCC2)c2ccccc2n1CC(=O)c1cccs1	-3%	.	-7%	-4%	1%	i	.	-0.6%	.
46	O=C(OCCN1C(=O)c2cccc3c(N4CCOCC4)ccc(c23)C1=O)c1ccc(Cl)cc1Cl	-6%	-18%	1%	6%	-202%	i	1.2%	0.3%	11%
47	CN(C)CCCNCC(=O)NN(c1ccccc1)c1ccccc1	-1%	.	11%	4%	-6%	i	.	-0.1%	.
48	Cc1cc(Cl)ccc1OCCCC(=O)OCC(N)=O	4%	-4.3%	7%	2%	5%	?	0.1%	0.2%	-2%
49	CCOC(=O)c1ccc(NC(=O)CSc2nnc(CNC(=O)c3ccccc3F)o2)cc1	1%	-2.9%	15%	-1%	-9%	i	0.2%	0.1%	-3%
50	CC(=O)OCc1cc2cccc(C)c2[nH]c1=O	-3%	0.7%	-3%	-4%	2%	i	-1.6%	0.2%	2%
51	O=C(/C=C/c1ccc([N+](=O)[O-])cc1)NCCN1C(=O)S/C(=C\c2ccc(F)cc2)C1=O	7%	0.1%	-4%	10%	-7%	i	0.9%	-0.4%	4%
52	O=C(CC1C(=O)NCCN1Cc1ccc(-c2ccccc2)cc1)NCC1CC1 (stereo unspecified)	1%	-4.7%	8%	0%	10%	i	0.5%	-0.5%	29%
53	COc1ccc(-c2nc3oc4cc(OC)ccc4c(=O)c3c(=O)n2Cc2ccco2)cc1	2%	-15%	11%	5%	-6%	i	-2.5%	0.0%	26%
54	Cc1c(Br)c([N+](=O)[O-])nn1CCCC(=O)Nc1sc2c(c1C#N)CCC2	-8%	-1.8%	17%	4%	2%	i	0.7%	-1.7%	20%

Some of the entries so far, screen by screen:
#43 CCc1nnc(NC(=O)CSc2ccc(-c3ccc(C)cc3)nn2)s1
#44 COc1ccc(NC2=Nc3cccc4cccc2c34)cc1
#45 N=c1n(CCN2CCCCC2)c2ccccc2n1CC(=O)c1cccs1

| Assay by compound | 43 | 44 | 45 |
| --- | --- | --- | --- |
| SIAH1 antagonists | 2% | 4% | -3% |
| XIAP antagonists | -3.8% | -2.3% | . |
| P. falciparum M17LAP | -2% | 12% | -7% |
| M1AAP inhibition | 2% | 9% | -4% |
| Salmonella PhoP GFP | -7% | 33% | 1% |
| Yfh1-off respiration | i | i | i |
| CSM14.1 death rescue | 0.5% | -1.2% | . |
| West Nile antiviral | 1.0% | -0.5% | -0.6% |
| PMI inhibition | -2% | 5% | . |

Sorted by the number under M1AAP inhibition (largest number first): some entries from above
entry	mol	M1AAP inhibition
46	O=C(OCCN1C(=O)c2cccc3c(N4CCOCC4)ccc(c23)C1=O)c1ccc(Cl)cc1Cl	6%
48	Cc1cc(Cl)ccc1OCCCC(=O)OCC(N)=O	2%
35	CCOC(=O)C1CCCN(c2nc(C)nc3c2oc2ccccc23)C1 (stereo unspecified)	0%
